# Source: PubChem BioAssay (several laboratories)
# MazF activator – activators of E. coli MazEF toxin-antitoxin RNase, primary screen, biochemical, fluorescence, uHTS; Endoribonuclease toxin MazF (Escherichia coli (strain K12)), P0AE70; FAM/BHQ RNA-DNA oligo cleavage fluorescence, 5 h; activation, % at 20 µM; 350,000 tested, 0.32% active; in the data active means activation above about 50%
# Target sequence (P0AE70 whole entry, looked up): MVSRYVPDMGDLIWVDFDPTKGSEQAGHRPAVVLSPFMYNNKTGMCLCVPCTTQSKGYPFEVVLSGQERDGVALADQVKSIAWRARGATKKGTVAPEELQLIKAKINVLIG
# PriA SSB inh – inhibitors of Klebsiella pneumoniae PriA binding to SSB C-terminal tail, primary screen, biochemical, AlphaScreen. AlphaScreen SSBct-PriA binding, biotinylated peptide. inhibition, % at 33 µM. 430,000 tested, 0.6% active; in the data active means inhibition mostly above about 37%, no sharp cut-off; inactive means mostly below about 20%;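 further: plate controls were negative control peptide for no effect and reference peptide for full effect; strong numbers were not always called active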
# 3CLpro inhibitor – SARS-CoV 3CLpro protease inhibitors, primary screen, biochemical, quenched FRET | inhibition, % at 6 µM | Replicase polyprotein 1ab (Severe acute respiratory syndrome coronavirus), P0C6X7 | recombinant SARS-CoV 3CLpro, quenched FRET peptide cleavage | 290,000 tested, 0.14% active; in the data active means inhibition above about 12%
# FBA Mtb inh – Mtb FBA enzyme inhibitors, primary screen, biochemical, fluorescence, strain H37Rv; Fructose-bisphosphate aldolase (Mycobacterium tuberculosis (strain ATCC 25618 / H37Rv)), …; purified M. tuberculosis FBA, fluorescence read-out; inhibition, % at 1 µM; 360,000 tested, 2.3% active; AID 588726, 2011; in the data active means inhibition above about 27%;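 further: 0% = vehicle and 100% = reference inhibitor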
# Target sequence (P9WQA3 whole entry, looked up): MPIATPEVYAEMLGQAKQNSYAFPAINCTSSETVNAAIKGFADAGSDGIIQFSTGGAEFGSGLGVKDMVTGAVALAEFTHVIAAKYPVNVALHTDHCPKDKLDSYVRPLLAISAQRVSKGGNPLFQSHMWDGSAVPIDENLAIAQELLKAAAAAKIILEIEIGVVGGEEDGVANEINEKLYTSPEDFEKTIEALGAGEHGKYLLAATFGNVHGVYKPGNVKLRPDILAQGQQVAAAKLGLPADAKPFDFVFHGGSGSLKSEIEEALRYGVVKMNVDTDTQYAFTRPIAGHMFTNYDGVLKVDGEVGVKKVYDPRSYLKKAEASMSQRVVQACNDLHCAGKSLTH
# Vc quorum ag – inducers of Vibrio cholerae quorum light production without autoinducers, primary screen, BH1578 luxS cqsA deficient, single point; V. cholerae BH1578 lux reporter, luminescence, 6 h; activation, % at 18.7 µM; 350,000 tested, 0.16% active; AID 588436, 2011; in the data active means activation mostly above about 9.7%, no sharp cut-off; further: not every result past the cut was called active; inactives centre near 0; reference of the scale not given here
# DUSP3 inh – VHR1 phosphatase inhibitors, primary screen, biochemical, absorbance, uHTS. Dual specificity protein phosphatase 3 (Homo sapiens), P51452. AID 1654, 2009. 290,000 tested, 0.52% active. inhibition, % at 13.3 µM. recombinant VHR phosphatase, pNPP absorbance; in the data active means inhibition above about 50%; further: some compounds called inactive have numbers as strong as hits
# Target sequence (P51452 whole entry, looked up): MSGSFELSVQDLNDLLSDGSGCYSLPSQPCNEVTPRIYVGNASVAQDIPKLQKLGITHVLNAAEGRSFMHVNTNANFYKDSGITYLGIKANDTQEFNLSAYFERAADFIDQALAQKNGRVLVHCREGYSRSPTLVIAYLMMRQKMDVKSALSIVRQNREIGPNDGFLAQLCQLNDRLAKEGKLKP
# Rv3671c inh – Rv3671c serine protease inhibitors, primary screen, biochemical, fluorescence polarization, M. tuberculosis H37Rv | AID 2606, 2010 | inhibition, % at 5.96 µM | 320,000 tested, 0.048% active | P9WHR9; in the data active means inhibition above about 38%;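 further: extracellular domain of Rv3671c used as enzyme; 0% = enzyme with DMSO and 100% = no enzyme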
# UGM FP inh – M. tuberculosis UGM enzyme inhibitors, primary screen, biochemical, fluorescence polarization, single point | purified UGM, fluorescence polarization probe displacement | UDP-galactopyranose mutase (Mycobacterium tuberculosis (strain ATCC 25618 / H37Rv)), … | 320,000 tested, 0.06% active | inhibition, % at 10 µM | AID 504406, 2011; in the data active means inhibition above about 10%, passing the limit was not always enough
# Target sequence (P9WIQ1 whole entry, looked up): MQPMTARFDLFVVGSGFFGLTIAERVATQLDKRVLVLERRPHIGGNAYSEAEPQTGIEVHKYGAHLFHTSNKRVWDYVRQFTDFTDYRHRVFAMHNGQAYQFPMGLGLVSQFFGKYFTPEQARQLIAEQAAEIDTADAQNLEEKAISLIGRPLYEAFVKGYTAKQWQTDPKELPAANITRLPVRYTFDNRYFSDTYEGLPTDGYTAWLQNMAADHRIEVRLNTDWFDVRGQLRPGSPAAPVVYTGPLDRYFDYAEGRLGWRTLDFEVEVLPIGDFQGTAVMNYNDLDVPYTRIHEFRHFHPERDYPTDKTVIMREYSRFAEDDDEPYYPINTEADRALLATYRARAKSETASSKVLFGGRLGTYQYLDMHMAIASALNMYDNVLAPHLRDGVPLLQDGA
# Mtb BioA inh – M. tuberculosis BioA enzyme inhibitors, primary screen, biochemical, plate reader, single point, HTS; 7,8-diaminopelargonic acid synthase BioA (Mycobacterium tuberculosis); purified M. tuberculosis BioA enzyme; inhibition, % at 9.99 µM; 360,000 tested, 0.096% active; AID 602481, 2012; in the data active means inhibition above about 40%
# GDH-TPI inh – GDH-TPI coupling enzyme inhibitors, primary screen, artefact control for M. tuberculosis FBA inhibitor project, biochemical, absorbance, full deck. 360,000 tested, 1.2% active. GDH-TPI coupled enzyme counterscreen, NADH absorbance. inhibition, % at 4.8 µM; in the data active means inhibition above about 30%;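 further: 0% = DMSO wells and 100% = wells lacking the enzyme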
# * = called active by the depositor; i = inactive; · = not tested or not shown. A portion of the library; count on the stated rates, not on these rows.
cpd	smiles	Mtb BioA inh	MazF activator	Rv3671c inh	UGM FP inh	3CLpro inhibitor	GDH-TPI inh	FBA Mtb inh	Vc quorum ag	DUSP3 inh	PriA SSB inh
1	COc1cc([C@@H]2CC=C(C(=O)O)[C@H](c3ccc(F)cc3)N2S(=O)(=O)c2ccc(C)cc2)cc(OC)c1OC	-0.4	-4	-1	-0.6	·	8	3	i	·	-10
2	O=C(Cn1cnc2ccc(Cl)cc2c1=O)NC1CCS(=O)(=O)C1 (centres undefined)	-0.9	0	·	·	·	4	4	-0.3	·	-18
3	O=C(Nc1ccc(NC(=O)C2CC2)cn1)c1ccccc1Cl	-0.4	10	-1	-1.5	-1	-3	0	-0.4	13	2
4	Cc1sc(N/N=C/c2cccnc2)nc1-c1ccc(Cl)cc1	0.9	4	0	1.0	5	12	-1	i	6	·
5	COc1ccc(CNC(=O)c2ccc(Br)cc2)cc1	·	·	7	-1.2	-2	·	·	·	30	·
6	COc1ccc(-c2nnc(SCC(=O)Nc3cccc(Cl)c3)o2)cc1	0.1	-49	-10	0.7	1	12	-1	-0.7	12	-12
7	N#CC1C(=O)NC(N2CCN(c3ccccc3)CC2)=NC12CCCCC2 (centres undefined)	0.1	4	-1	1.2	6	-10	-4	i	24	-5
8	O=C(CCN1C(=O)c2ccccc2C1=O)NCc1cccc(Cl)c1	·	10	-3	0.0	1	-2	1	-0.4	2	1
9	O=C(O)c1cccnc1SC1CC(=O)N(c2ccccc2)C1=O (centres undefined)	-0.3	0	7	3.4	-5	12	-2	-0.4	28	-7
10	Cc1c(C=N)c(O)n(C)c(=O)c1C#N	0.6	-5	-4	3.9	0	32*	0	-0.8	18	-10
11	Cc1ccc(N(CC(=O)NC2CCCC2)C(=O)c2nsc(Cl)c2Cl)cc1	-0.1	4	1	4.5	1	-7	2	i	26	-3
12	COC(=O)CCN(c1ccccc1)S(=O)(=O)c1cc(-c2cc(C)no2)ccc1C	0.3	-3	4	3.1	8	-3	-2	-0.1	-27	-25
13	CCCCN(C(=O)c1cnc(C)cn1)c1c(N)n(CCC)c(=O)[nH]c1=O	-0.1	-16	3	1.1	·	0	4	-5.7	·	-9
14	CCOc1ccccc1-n1c(SCC(=O)NC(C)CC)nnc1-c1ccoc1C (centres undefined)	-1.0	1	5	0.1	-4	9	0	i	8	10
15	COC(=O)[C@@]12CCCCN1[C@H](c1ccc(-c3ccc(OC)cc3)c(OC)c1)[C@@H]1C(=O)N(C)C(=O)[C@@H]12	-1.9	-5	-4	-1.2	·	7	4	-4.5	·	8
16	CC1=C(C(=O)O)N2C(=O)C(NC(=O)c3ccn(C)n3)C2SC1 (centres undefined)	0.2	4	-4	4.1	4	4	-3	-0.5	21	-2
17	COc1ccc([C@H]2C[C@@H](O)[C@H](n3cc(COC(=O)c4ccccc4)nn3)CN2Cc2cccs2)cc1	-2.0	5	·	·	·	-9	-2	-0.4	·	·
18	CCn1cc(CN2CCCC(C(=O)Nc3cccc(-n4cccn4)c3)C2)c(C)n1 (centres undefined)	0.8	5	-1	0.8	-3	-10	4	i	19	-9
19	O=C(Cn1cnc2ccccc21)N/N=C/c1cccs1	·	0	9	-4.0	4	0	-1	i	17	·
20	Cc1csc(SCCn2c(N3CCCC3)nc3c2c(=O)[nH]c(=O)n3C)n1	3.4	-4	3	-0.6	6	7	-1	i	13	-6
21	Cc1cc(S(=O)(=O)NCC(C)C)ccc1OCC(=O)N1CCOCC1	2.4	8	6	-1.7	-1	-2	-2	i	10	-10
22	COc1cccc(-c2cc3nc(NCc4ccccc4OC)n(C)c(=O)c3s2)c1	-1.0	·	·	·	·	19	2	i	·	·
23	Clc1nc(Nc2ccccc2)nc(Nc2ccccc2)n1	1.0	5	-23	0.9	2	9	0	-0.4	-5	11
24	CC(=O)OCC1=C(C(=O)O)N2C(=O)[C@@H](NC(=O)CSc3ccncc3)[C@H]2SC1	-1.4	-2	·	·	·	-3	2	1.2	·	4
25	CC(C)(C)n1nc(C2CC2)cc1NC(=O)Nc1ccc(Cl)cc1	-0.5	-1	-20	0.9	0	9	6	5.6	23	-8
26	Cc1nc2nc(-c3ccccc3)nn2c(C)c1Cl	·	-13	2	0.9	0	7	0	-0.9	·	-9
27	CCOC(=O)CNC(=O)Cn1cnc2c(nnn2-c2ccc(OC)cc2)c1=O	3.8	7	6	-1.1	-2	0	1	i	-20	-8
28	O=C(COc1cccnc1[N+](=O)[O-])Nc1ncc(Cl)cc1Cl	0.4	-19	-2	-1.3	·	4	6	i	·	2
29	O=C(NNC(=S)NC1CCCCC1)c1ccc2c(c1)OCO2	-4.8	-1	0	-2.1	-1	10	2	-0.2	6	-15
30	COCCNC(=O)[C@H](CSCc1ccccc1)N1Cc2ccccc2C1=O	-1.1	14	8	1.7	-2	3	2	-0.1	16	-1

# Profiles, quoted from the list. Screens in order: Mtb BioA inh, MazF activator, Rv3671c inh, UGM FP inh, 3CLpro inhibitor, GDH-TPI inh, FBA Mtb inh, Vc quorum ag, DUSP3 inh, PriA SSB inh
# `CCCCN(C(=O)c1cnc(C)cn1)c1c(N)n(CCC)c(=O)[nH]c1=O` is listed with -0.1, -16, 3, 1.1, ·, 0, 4, -5.7, ·, -9
# `Cc1cc(S(=O)(=O)NCC(C)C)ccc1OCC(=O)N1CCOCC1` is listed with 2.4, 8, 6, -1.7, -1, -2, -2, i, 10, -10
# `COC(=O)[C@@]12CCCCN1[C@H](c1ccc(-c3ccc(OC)cc3)c(OC)c1)[C@@H]1C(=O)N(C)C(=O)[C@@H]12` is listed with -1.9, -5, -4, -1.2, ·, 7, 4, -4.5, ·, 8
# `COc1ccc([C@H]2C[C@@H](O)[C@H](n3cc(COC(=O)c4ccccc4)nn3)CN2Cc2cccs2)cc1` is listed with -2.0, 5, ·, ·, ·, -9, -2, -0.4, ·, ·
# `CCOC(=O)CNC(=O)Cn1cnc2c(nnn2-c2ccc(OC)cc2)c1=O` is listed with 3.8, 7, 6, -1.1, -2, 0, 1, i, -20, -8

# (further entries)
cpd	smiles	Mtb BioA inh	MazF activator	Rv3671c inh	UGM FP inh	3CLpro inhibitor	GDH-TPI inh	FBA Mtb inh	Vc quorum ag	DUSP3 inh	PriA SSB inh
31	CCOC(=O)CSC1=Nc2ccccc2C2=NC(CC(=O)NCc3ccccc3)C(=O)N12 (centres undefined)	2.2	9	6	1.6	2	8	29*	i	20	-24
32	CCOC(=O)C1=C(CN2CCN(CCC#N)CC2)NC(=O)NC1c1ccc2c(c1)OCO2 (centres undefined)	·	-3	3	-0.1	5	-6	0	i	10	2
33	COc1cc(CN2CCNC(=O)C2CC(=O)NCCCC2CCCC2)cc(OC)c1 (centres undefined)	-1.1	-1	-5	-1.6	-4	3	6	i	6	-5
34	CCc1cc2c(=O)c(-c3ccc4c(c3)OCCO4)coc2cc1OC(=O)c1ccco1	·	-6	-7	1.1	-5	2	1	-0.3	-1	-5
35	O=C(NCc1ccccc1)c1ccc(OC2CSC2)cc1	-0.3	9	-4	2.2	-2	9	2	i	-5	-1
36	COc1ccc(-c2nc(CS(=O)CC(=O)N3CCCC3)c(C)o2)cc1 (centres undefined)	0.8	11	3	0.6	3	-4	0	-3.1	24	-12
37	COc1ccc(CCN=C(N)NS(=O)(=O)c2ccc(C)cc2)cc1	-0.3	2	-8	3.7	3	6	2	i	9	-5
38	O=C(CCc1nc2ccccc2[nH]1)Nc1ccccc1	0.3	6	2	·	3	-12	3	i	-4	-12
39	CCCCSc1nnc([C@@H]2CCCN2C(=O)OC(C)(C)C)o1	-0.2	-5	-4	-1.0	-5	-1	-1	-0.2	-12	-20
40	Cc1nc2c(OCCOc3ccccc3)cccn2c1N(C)C(=O)CCC1CCCC1	3.7	·	·	·	·	11	1	-0.2	·	·
41	O=C(O)CCC(=O)Nc1ccc(OCC(=O)O)cc1	-1.1	1	-7	-0.2	-1	14	-1	-0.4	-12	-2
42	COc1ccc(NC(=O)Nc2ccc(OC)c(OC)c2)c([N+](=O)[O-])c1	-1.2	7	-2	-0.3	2	-6	6	0.2	-2	8
43	CCOc1ccc(-c2nnc3sc(-c4ccccc4OC)nn23)cc1	0.8	1	·	·	2	-2	0	-0.3	·	-6
44	O=C(O)CCn1cc(/C=C2\SC(=S)NC2=O)c(-c2ccccc2)n1	-1.4	-22	-7	1.5	3	8	-2	i	18	-9
45	CC1CCCCN1c1nc2nonc2nc1N1CCCCC1C (centres undefined)	·	6	-3	-0.2	-7	9	2	i	-14	7
46	CCCCNC(=O)c1ccc(CS(=O)(=O)c2ccc(OC)cc2)o1	-1.6	-19	8	2.3	-2	-8	7	0.9	-60	-6
47	Cc1ccc(N2CC(C(=O)OCc3nnc(-c4ccccc4)o3)CC2=O)cc1 (centres undefined)	2.5	3	6	-0.4	·	7	-2	i	·	-3
48	COC(=O)c1cc(=O)n(C2CC2)c(=NC2CC2)s1	·	-16	4	-2.1	3	22	2	-0.2	14	-16
49	O=C(O)c1ccc(/C=C2\SC(=S)N(NC(=O)c3ccccc3)C2=O)cc1	-1.7	4	-9	3.7	-2	28	0	i	-2	-6
50	CS(=O)(=O)Nc1cccc(C2=NN(S(=O)(=O)c3ccccc3)C(c3cccs3)C2)c1 (centres undefined)	1.1	-1	-14	3.8	8	-1	0	2.0	24	0
51	Cc1cc(C)n(CC(=O)n2c3ccccc3c3ccccc32)n1	2.1	-14	6	3.3	6	-1	4	0.2	1	-13
52	Cc1cc(OCC(=O)NCc2cccnc2)c2c3c(c(=O)oc2c1)CCCC3	3.4	7	-5	1.1	-4	4	106*	-0.1	9	-10
53	CC1CCCCN1S(=O)(=O)c1ccccc1[N+](=O)[O-] (centres undefined)	-1.3	-7	-5	-3.2	-1	-12	-1	-0.4	0	-16
54	CCOC(=O)/C(C#N)=C/Nc1cc(F)ccc1C	-0.5	3	4	-3.1	1	26	-7	3.7	-10	·
55	Cc1cc(NC(=O)c2cccc(S(=O)(=O)N3CCOCC3)c2)c2ccccc2n1	-0.8	-13	5	1.2	5	-4	-2	·	36	4
56	COc1ccc2cc(CCNC(=O)c3ccc(Br)o3)c(=O)[nH]c2c1	0.1	6	4	-3.7	0	9	1	-0.3	-13	-4
57	CC(=O)Nc1ccc(C(=O)NC(C)c2ccc(-n3ccnc3)cc2)cc1 (centres undefined)	3.2	5	2	2.9	-2	4	0	-0.9	53*	10
58	COc1ccc(-c2cc3ccccc3oc2=O)cc1NC(=O)c1cccnc1	1.1	3	-9	3.5	4	22	7	-0.4	28	-4
59	C=CCOc1ccc(C(=O)CC)cc1OC	2.2	-6	-1	-0.7	-1	-5	2	5.0	8	-5

# In the list so far, 4 contain a cyano group:
cpd	smiles	Mtb BioA inh	MazF activator	Rv3671c inh	UGM FP inh	3CLpro inhibitor	GDH-TPI inh	FBA Mtb inh	Vc quorum ag	DUSP3 inh	PriA SSB inh
7	N#CC1C(=O)NC(N2CCN(c3ccccc3)CC2)=NC12CCCCC2 (centres undefined)	0.1	4	-1	1.2	6	-10	-4	i	24	-5
10	Cc1c(C=N)c(O)n(C)c(=O)c1C#N	0.6	-5	-4	3.9	0	32*	0	-0.8	18	-10
32	CCOC(=O)C1=C(CN2CCN(CCC#N)CC2)NC(=O)NC1c1ccc2c(c1)OCO2 (centres undefined)	·	-3	3	-0.1	5	-6	0	i	10	2
54	CCOC(=O)/C(C#N)=C/Nc1cc(F)ccc1C	-0.5	3	4	-3.1	1	26	-7	3.7	-10	·
